Compound activity (PubChem BioAssay)
SRC3 TRFRET art: TR-FRET detection interference compounds, artefact control for PPARgamma SRC-3 recruitment agonists, biochemical, TR-FRET ratio; TR-FRET artefact counter-screen, PPARgamma/SRC-3 format; hits give high values; TR-FRET ratio at 8 µM; actives 0.39% (n = 99,000); AID 1048, 2008; in the data active = TR-FRET ratio above about 2000; note: inactives centre near 1600
SRC1 TRFRET art: TR-FRET detection interference compounds, primary screen, artefact control for PPARgamma SRC-1 recruitment agonists, biochemical, TR-FRET emission ratio; actives 0.34% (n = 99,000); TR-FRET ratio at 8 µM; TR-FRET detection artefact counter-screen; hits give high values; in the data active = TR-FRET ratio above about 2300; note: inactives centre near 1800
The depositor's hits bear a star. Only part of the results is shown (hit frequency here may not be typical).

SMILES	SRC3 TRFRET art	SRC1 TRFRET art
CN(c1ccc(OCC(=O)OCC(=O)Nc2ccc(Br)cc2)cc1)S(=O)(=O)c1cccs1	1564	1569
CC1(C)Cc2ccccc2C(CSc2ccccc2C(=O)O)=N1	1657	1476
O=C(CSc1ccc(-c2cccc([N+](=O)[O-])c2)nn1)N1CCCC1	1805	1782
CC(C(=O)NCC1CCCCC1)N1CCN(S(=O)(=O)/C=C/c2ccccc2)CC1 (stereo unspecified)	1737	2150
O=C(NC(=S)Nc1ccccc1N1CCCC1)c1cccc(F)c1	1592	1724
Cc1cc(C)cc(Oc2ccc(NC(=O)C3CC=CCC3C(=O)O)cc2)c1 (stereo unspecified)	1438	1778
COc1ccc(C(O)c2nc3ccccc3n2C)cc1OC (stereo unspecified)	1779	1805
COc1ccc(C(=O)C2CCCN(C(=O)c3ccccc3C(C)=O)C2)cc1F (stereo unspecified)	1696	1750
CCOc1cc(/C=N/NC(=O)COc2nc(C)cc(COC)c2C#N)ccc1O	1349	1810
O=C(Nc1ccccc1)Nc1ncc([N+](=O)[O-])s1	1817	1931
CCOc1ccc(S(=O)(=O)N(C)c2ccc(OCC(=O)Nc3nccs3)cc2)cc1	1650	1837
CC(C)c1nc(SCC(=O)N2CCN(c3ccccc3)CC2)c2c(=O)n(C)c(=O)n(C)c2n1	1416	1613
CCCOc1ccc(/C(O)=C2/C(=O)C(=O)N(CCCN3CCOCC3)C2c2ccncc2)cc1 (stereo unspecified)	1632	1902
COc1cc(NC(=O)CSc2nc3[nH]ncc3c(=O)n2-c2ccccc2C)cc(OC)c1OC	1642	1767
O=C(COc1ccc2ccccc2c1)N/N=C/c1ccccn1	1437	1717
CCn1c(=N)n(CC(=O)C23CC4CC(CC(C4)C2)C3)c2ccccc21	1724	1725
Nc1ccc(C(CC(=O)O)n2cccc2)cc1 (stereo unspecified)	1457	1708
Cc1ccc([N+](=O)[O-])cc1N/C=C1\CCCCC1=O	1513	1567
CC(=O)Nc1ccc(NC(=O)CN(c2cccc(C(C)=O)c2)S(C)(=O)=O)cc1	1686	1988
Fc1ccccc1C1c2cccn2CCN1C(=S)Nc1ccc(Br)cc1 (stereo unspecified)	1503	1952
O=C(COC(=O)CCCNC(=O)c1ccc(Cl)cc1)Nc1ccc(Br)cc1	1619	1763
CNC(=O)CSc1nccn1Cc1ccc(Cl)cc1	1517	1683
CC(=O)c1cc2c(cc1NC(=O)c1cccc(S(=O)(=O)N3CCN(C)CC3)c1)OCO2	1630	1766
CC1CCN(C(=O)c2ccc3c(Cl)c4c(nc3c2)CCCC4)CC1	1587	1782
O=C(COC(=O)CCC(=O)c1cccs1)NC1CC1	1702	1671
New compounds follow
SMILES	SRC3 TRFRET art	SRC1 TRFRET art
CCCCN1/C(=C/c2ccc3ccccc3[n+]2CC)Sc2ccccc21	1429	1591
Cc1cc(C)nc(Nc2ncn[nH]2)n1	1449	1895
COc1ccc(NC(=O)COc2ccc3c(c2)CCC3)cc1	1759	1797
CCOC(=O)N1CCN(C(=O)C2CCN(S(=O)(=O)c3cc(OC)ccc3OC)CC2)CC1	1529	1760
COc1ccc(C2=CC(=O)N(Nc3ccccc3)C2=O)cc1	1462	2029
O=C1CCCc2nc3c(cc21)C(O)Oc1ccccc1-3 (stereo unspecified)	1574	1500
CN1CCN(C(=O)CC2C(=O)NCCN2Cc2ccc(-c3ccccc3)cc2)CC1 (stereo unspecified)	1693	1771
Cc1c(Cl)cccc1NC(=S)NN	1628	1818
COC(=O)CCC(=O)NNC(=O)c1ccc([N+](=O)[O-])cc1	1344	1587
COc1ccc(-c2nc3ncccn3c2Br)cc1	1617	1531
Cn1c(=O)[nH]c(=O)c2c1nc(Br)n2C/C=N/Nc1ccccc1	1385	1376
O=C(/C=C\c1cn(-c2ccccc2)nc1-c1ccccc1)Nc1nccs1	1547	1712
C/C(CC(=O)Nc1cccnc1)=N\NC(=O)c1ccc([N+](=O)[O-])c(Cl)c1	1708	1694
C/C(=N/Nc1cc(-c2ccccc2)nc(-c2ccccc2)n1)c1ccc(O)cc1	1581	1969
CCOC(=O)CCCCC(=O)c1[nH]c(=O)[nH]c1C[n+]1ccc(C)cc1	1630	1762
N#CCCn1cc(C(=O)O)c(-c2cc3ccccc3o2)n1	1641	1690
O=C(NCC#CCOCc1ccccc1)c1ccccc1	1574	1731
COc1ccc(/C(N)=N/OC(=O)Cc2cccs2)cc1OC	1605	1632
CCC12OC(=N)C(C#N)(C1C)C(C#N)(C#N)C(c1ccccc1)O2 (stereo unspecified)	1624	1875
O=C(Nc1ccccc1)c1ccccc1C(=O)N1CCCCC1	1411	1577
COC1CCN(C(=O)c2ccc(OC3CCN(Cc4ccccn4)CC3)cc2)CC1	1600	1854
CCSC1=NSC2=NC(=O)/C(=C\c3coc4ccccc4c3=O)C(=N)N12	1460	1609
Cc1ccc(NC(=S)N(CCCN2CCOCC2)Cc2ccccn2)cc1Cl	1544	1857
C=CCn1c(-c2oc3nc(-c4ccccc4)cc(-c4ccccc4)c3c2N)n[nH]c1=S	1403	1999
CC(C)c1nnc(NC(=O)c2ccc(S(=O)(=O)N3CCOCC3)cc2)s1	1671	1786
(list continues)
SMILES	SRC3 TRFRET art	SRC1 TRFRET art
CC(=O)CSc1ncnc2sc3c(c12)CCC(C)C3 (stereo unspecified)	1782	1694
CC1Nc2ccccc2C(=O)N1NC(=O)c1ccc(Br)cc1 (stereo unspecified)	1366	1743
CCOC(=O)C1(CCCc2ccccc2)CCN(C(=O)CCn2cnnn2)CC1	1467	1417
CCOC(=O)C1CCCN(C(=O)C(C)(C)Oc2ccc(Cl)cc2)C1 (stereo unspecified)	1741	1846
COc1ccccc1/C=N/OCC(=O)NCc1ccc2c(c1)OCO2	1407	1665
O=C(COC(=O)CCCOc1ccc(Cl)cc1Cl)NCc1ccccc1	1794	1973
CCOc1ccc(N2CC(C(=O)NCCN3C(=O)S/C(=C\c4ccc(OC)c(OC)c4)C3=O)CC2=O)cc1 (stereo unspecified)	1589	1870
O=C(/C=C/c1ccc2c(c1)OCO2)NCC1CCCO1 (stereo unspecified)	1601	1768
Cn1ncc2c(=O)n(/N=C/c3ccccc3)cnc21	1415	1718
Nc1c(Cl)nc(-c2ccccc2)nc1Cl	1578	1588
CC(c1ccccc1)N1C(=O)c2ccccc2C1(O)Cc1ccccc1 (stereo unspecified)	1701	2058
CC(C)(C)C1=CC(=O)C(=O)C(C(C)(C)C)=C1	1430	1626
COc1cc(NC(=O)c2noc3c2CCCC3)c(OC)cc1Cl	1578	1748
COCCCNC(=O)C1CCC(CNS(=O)(=O)c2ccc(Cl)cc2)CC1 (stereo unspecified)	1454	1898
O=c1[nH][nH]c(-c2ccccc2O)c1C(C[N+](=O)[O-])c1ccc(Cl)cc1Cl (stereo unspecified)	1508	1720
Cc1ccc(CNC(=O)C(=O)NCC2OCCN2C(=O)c2ccc(Cl)cc2)cc1 (stereo unspecified)	1544	1508
CC(NC(=O)NNC(=O)c1ccncc1)(C(F)(F)F)C(F)(F)F	1541	1598
C[C@]12C=CC(=O)C=C1CCC1C3CC[C@](O)(C(=O)CO)[C@@]3(C)CC3OC312 (stereo partly specified)	1536	1725
C=CCc1c(C)[nH]c(=O)[nH]c1=O	1381	1811
CC/C(=N\NC(=O)c1cccnc1)c1ccc2c(c1)OCCO2	1693	1936
C/C(=N\NC(=O)c1c(C)nc2ccccn12)c1ccco1	1409	1557
c1cnc(Sc2ccc3nnnn3n2)nc1	1447	1647
Cc1ccc(C(=O)/C=C/C(=O)c2ccc(C)cc2)cc1	1394	1439
CC1Cc2ccccc2N1C(=O)CN1CCC(C(N)=O)CC1 (stereo unspecified)	1409	1573
CSc1nsc(SCC(=O)Nc2ccc(OC(C)=O)cc2)n1	1501	1701
Going on with the list.
SMILES	SRC3 TRFRET art	SRC1 TRFRET art
CCC(c1nnnn1Cc1ccccc1)N1CCN(c2ccccc2)CC1 (stereo unspecified)	1463	1668
CC1CN(C(=O)c2cccn(Cc3c(Cl)cccc3Cl)c2=O)CC(C)O1 (stereo unspecified)	1536	1740
CC(=O)c1cccc(S(=O)(=O)NC2CC2)c1	1681	1877
Cc1nc(NC(=O)/C=C/c2ccccc2)sc1C(=O)N(C)C	1250	1524
COC(=O)[C@@]1(Cc2ccccc2)[C@H]2c3cc(C(=O)N4CCCC4)n(Cc4ccsc4Br)c3C[C@H]2CN1C(=O)c1ccccc1	1558	2285
CCOC(=O)C1=C(NC(=S)NC(=O)c2ccccc2)c2ccccc2CC1(C)CC (stereo unspecified)	1682	1842
CCN1CCN(c2cc(C)c3cc(NC(=S)N4CC(C)CC(C)C4)ccc3n2)CC1 (stereo unspecified)	1574	1793
CC(C)CC(CC(C)C)=NNC(=O)c1ccc(CSc2nncn2C)cc1	1458	1886
Cc1nnc(SCC(=O)Nc2cc(-c3cc(C)c(C)cc3C)nn2-c2ccccc2)s1	1609	1747
CCCCCn1cnc2c(sc3nc4c(cc32)CSC(C)(C)C4)c1=O	1674	1763
O=C(COC(=O)C1CCN(C(=O)Nc2ccccc2)CC1)NCC(F)(F)F	1435	1863
O=C(Nc1nc2ccccc2[nH]1)c1cc2ccccc2o1	1472	1721
C/C(=N\N=C\c1ccccc1F)c1nnn(-c2nonc2N)c1C	1645	1973
COC(=O)c1sccc1NC(=O)Cc1ccc(OC)cc1	1636	1795
O=C(O)Cc1ccc(N=Cc2c(O)ccc3ccccc23)cc1	1612	1777
CCOc1ccc(N2C(=O)CC(N(CCc3ccccc3)C(=O)/C=C/C(=O)O)C2=O)cc1 (stereo unspecified)	1582	1643
Brc1ccc(-c2ccc(/C=N/Nc3nc4ccccc4[nH]3)o2)cc1	1371	1956
COCCNC(=O)Cn1cnc([N+](=O)[O-])n1	1656	1745
CCOc1cc(/C=N/NS(=O)(=O)c2ccc(OC)cc2)ccc1OCCN1CCOCC1	1475	1632
CCOC(=O)C1CCN(C(=O)C2(NC(=O)Nc3cccc(F)c3)CCCCC2)CC1	1661	2013
CCN(CC)CCn1c(NC(=O)c2ccc(C(F)(F)F)cc2)nc2ccccc21	1550	1637
COc1ccc(S(=O)(=O)Cc2ccc(C(=O)N3CCN(c4ccccc4)CC3)o2)cc1	1449	1906
CC(=O)NC1=NC(=O)/C(=C/c2cc(C)n(-c3cccc(C(=O)O)c3)c2C)S1	1697	2073
COC(=O)c1ccccc1NC(=O)CSc1nc(-c2ccco2)cc(C(F)(F)F)n1	1692	1722
NS(=O)(=O)c1cccc(NC(=O)COC(=O)Cc2ccc(S(=O)(=O)N3CCCCC3)s2)c1	1622	1977
More compounds follow.
SMILES	SRC3 TRFRET art	SRC1 TRFRET art
CCCn1nnc2c(=O)oc3ccccc3c21	1689	1672
CNC(=O)C(Sc1ccccc1)c1ccccc1 (stereo unspecified)	1663	2036
Cc1nc2scc(-c3cccs3)c2c(=O)n1N	1770	1888
C[C@@H]1CN(Cc2nc(-c3cnccn3)no2)C[C@H](C)O1	1721	1535
COc1cccc(C2Nc3c(F)cc(Br)cc3C3C=CCC32)c1OC (stereo unspecified)	1540	1923
Cc1ccccc1NC(=O)C1C2CC/C=C\CCC21 (stereo unspecified)	1517	1591
O=C(Cn1cnc2ccccc21)N/N=C/c1ccco1	1721	1761
CC(C)(C)NC(=O)NC12CC3CC(CC(C3)C1)C2	1425	1736
O=C(CCC(=O)Nc1ccc(Br)cc1)N/N=C/c1cc([N+](=O)[O-])ccc1O	1585	1956
Cc1ccc(C2(C(F)(F)F)NC(=O)N3CCCN=C3S2)cc1 (stereo unspecified)	1441	1864
CN(CC(=O)NNC(=O)c1cccnc1)S(=O)(=O)c1cc(Cl)ccc1Cl	1640	1936
Cc1cc(C)cc(NC(=O)N2CCCCCCC2)c1	1654	1893
CCOc1ccc2c(c1)N(C(=O)CN1C(=O)CCC1=O)C(C)(C)C=C2C	1594	1680
CCCCCNC(=O)c1cc(S(=O)(=O)N2CCCCC2)ccc1F	1538	1587
CCCCOc1ccc(/C=C/C(=O)OCC(=O)N2CC(=O)Nc3ccccc32)cc1OCC	1586	1947
CC(=O)c1ccc(NC(=S)NCC(c2ccco2)N2CCCC2)cc1 (stereo unspecified)	1531	1852
O=C(Nc1ncc(Cc2cccc(Cl)c2Cl)s1)C1CCCO1 (stereo unspecified)	1643	1787
Cc1cc(C)n2c(SCC(C)C)nnc2n1	1645	2095

Among those listed so far, 16 have a Cl atom:
SMILES	SRC3 TRFRET art	SRC1 TRFRET art
O=C(COC(=O)CCCNC(=O)c1ccc(Cl)cc1)Nc1ccc(Br)cc1	1619	1763
CNC(=O)CSc1nccn1Cc1ccc(Cl)cc1	1517	1683
CC1CCN(C(=O)c2ccc3c(Cl)c4c(nc3c2)CCCC4)CC1	1587	1782
Cc1c(Cl)cccc1NC(=S)NN	1628	1818
C/C(CC(=O)Nc1cccnc1)=N\NC(=O)c1ccc([N+](=O)[O-])c(Cl)c1	1708	1694
Cc1ccc(NC(=S)N(CCCN2CCOCC2)Cc2ccccn2)cc1Cl	1544	1857
CCOC(=O)C1CCCN(C(=O)C(C)(C)Oc2ccc(Cl)cc2)C1 (stereo unspecified)	1741	1846
O=C(COC(=O)CCCOc1ccc(Cl)cc1Cl)NCc1ccccc1	1794	1973
Nc1c(Cl)nc(-c2ccccc2)nc1Cl	1578	1588
COc1cc(NC(=O)c2noc3c2CCCC3)c(OC)cc1Cl	1578	1748
COCCCNC(=O)C1CCC(CNS(=O)(=O)c2ccc(Cl)cc2)CC1 (stereo unspecified)	1454	1898
O=c1[nH][nH]c(-c2ccccc2O)c1C(C[N+](=O)[O-])c1ccc(Cl)cc1Cl (stereo unspecified)	1508	1720
Cc1ccc(CNC(=O)C(=O)NCC2OCCN2C(=O)c2ccc(Cl)cc2)cc1 (stereo unspecified)	1544	1508
CC1CN(C(=O)c2cccn(Cc3c(Cl)cccc3Cl)c2=O)CC(C)O1 (stereo unspecified)	1536	1740
CN(CC(=O)NNC(=O)c1cccnc1)S(=O)(=O)c1cc(Cl)ccc1Cl	1640	1936
O=C(Nc1ncc(Cc2cccc(Cl)c2Cl)s1)C1CCCO1 (stereo unspecified)	1643	1787
